Compound activity: PubChem, National Center for Advancing Translational Sciences (NCATS)
TGFb inhibitor = qHTS for Inhibitors of TGF-b. HepG2 CAGA-GFP TGF-b/SMAD3 reporter, GFP fluorescence, 18 h; TGF-beta stimulated, 500 pg/mL final. Potency, µM (doses to about 46.1 µM), without a hit: at the highest dose activity, negative = inhibition, hits mostly inhibitors. 1.2% of 410,000 active; further: potency means the concentration at half of the fitted maximal effect; on the % scale 0 is the no-effect control and ±100 the full control effect; nearly all actives have a fitted effect of over 65% in size
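HEPG2 CAGA-GFP reporter cells (1000/well, DMEM with 1% FBS) received compounds, then recombinant TGF-beta at 500 pg/mL final for 18 hours at 37 degrees C. Per-cell GFP summed per well was normalised to unstimulated and stimulated DMSO controls before curve fitting.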
pAkt inh = HTS Assay for Inhibitors of Akt Phophorylation: Primary Screen; Neuro2A IGF-stimulated pAkt S473 HTRF, 20 min; stronger effect = lower value; activity change, % for hits at 50 µM; 0.32% of 360,000 active; in the data active means activity change below about -80%; inconclusive means mostly about -51% to -80%; further: on the % scale 0 is the no-effect control and ±100 the full control effect
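Single-point screen (50 µM final compound) in Neuro2A cells stimulated 20 min with 6 nM IGF at 37 deg C. After lysis, Ser473-phosphorylated Akt read by HTRF (ex 330 nm, em 615/665 nm) as the 665/615 ratio.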
MmCpn inh = Inhibitors of TCP-1 ring complex (TRiC) of Methanococcus maripaludis (MmCpn): qHTS; Chaperonin Mm-Cpn (Methanococcus maripaludis); purified Mm-Cpn ATPase, ADP Transcreener TR-FRET; Potency, µM (top dose mostly 76.9 µM), without a hit: at the highest dose activity, negative = inhibition, hits mostly inhibitors; 0.031% of 330,000 active; AID 504842, 2011; further: potency means the concentration at half of the fitted maximal effect; on the % scale 0 is the no-effect control and ±100 the full control effect; nearly all actives have a fitted effect of over 80% in size
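Reaction buffer contained 30 mM Tris pH 7.4, 100 mM KCl, 5 mM MgCl2 and 1 mM DTT. Mm-CPN (25 nM final) hydrolysed 10 uM ATP over 30 min at 37°C; ADP was read by HTRF.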
HepG2 viability = qHTS for Inhibitors of TGF-b: Cytotox Counterscreen. HepG2 CAGA-GFP viability, ATP luminescence, 18 h. Potency, µM (highest dose often 46.1 µM), for the others: at the highest dose activity change, negative = cytotoxicity, hits mostly cytotoxic. 0.76% of 410,000 active; further: potency means the concentration at half of the fitted maximal effect; some results filed as inactive show a strong effect at the top dose
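HepG2 CAGA-GFP cells (1000/well, DMEM with 1% FBS) received compound, then TGF-beta at 500 pg/mL final, and were incubated 18 hours at 37 degrees C. Viability was read by CellTiter-Glo luminescence. Media-only wells were set as complete cell-killing and DMSO as no toxicity.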
Nrf2 block = Nrf2 qHTS screen for inhibitors. A549 ARE-Fluc reporter, luciferase luminescence, 18-24 h. Potency, µM (doses to about 46 µM), for inactives: top-dose activity change, negative = inhibition, most hits filed as inhibitors. 2.1% of 360,000 active. AID 504444, 2011; further: potency means the concentration at half of the fitted maximal effect; on the % scale 0 is the no-effect control and ±100 the full control effect; nearly all actives have a fitted effect of over 60% in size
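In this cell-based qHTS, ARE-driven firefly luciferase in A549 cells reports Nrf2 activity; the luminescent signal after BugLite lysis is the measured value, with a prior CellTiter-Fluor read for cell health.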
Nrf2 activator = qHTS of Nrf2 Activators | AREc32 ARE-luciferase reporter (MCF7-derived line), luminescence, 24 h | Potency, µM (titrated, usually from 46.1 µM), without a hit: top-dose activation, usual class: activators | 0.31% of 410,000 active; further: potency means the concentration at half of the fitted maximal effect; % of control where 0% means no effect; nearly all actives have a fitted effect of over 65% in size
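Reporter line AREc32 (ARE-Fluc), seeded overnight in OPTI-MEM with 5% FBS; compound pin-transferred, 24 hr at 37 deg C, 5% CO2; luminescent read-out.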
A549 viability = Nrf2 qHTS screen for inhibitors: counterscreen for cytotoxicity; A549 ARE-Fluc cells, CellTiter-Fluor viability, 18-24 h; Potency, µM (doses to about 46 µM), for the others: at the top dose activity change, negative = cytotoxicity, hits mostly inhibitors; AID 504648, 2011; 0.16% of 390,000 active; further: potency means the concentration at half of the fitted maximal effect; on the % scale 0 is the no-effect control and ±100 the full control effect
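Cytotoxicity counterscreen: CellTiter-Fluor fluorescence was measured in A549 ARE_Fluc cells after 18-24 h of compound exposure in a concentration series. The subsequent BugLite luminescent read reports ARE-luciferase activity.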
Abeta yeast res = qHTS for compounds that reverse cellular toxicity of Amyloid beta (A-beta) peptide in yeast: Primary Screen. yeast expressing A-beta42, growth rescue, OD600, 48 h; response scale: 0% DMSO, 100% iron-clioquinol control. Potency, µM (titrated, usually from 46.1 µM), for the others: at the top dose growth rescue, hits mostly activators. 0.063% of 410,000 active; further: potency means the concentration at half of the fitted maximal effect; nearly all actives have a fitted effect of over 55% in size
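Yeast growth medium received pinned compounds, then yeast cells expressing toxic A-beta were added; plates incubated at 30 C for 48 hr. Growth read as absorbance at 600 nm, normalized to DMSO and equimolar FeCl3 plus clioquinol controls.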
CCT modulator = High-Throughput Screening for Modulators of Cytosolic Chaperonin Activity | purified chaperonin ATPase assay, HTRF ADP detection, 30 min | activity change, % (concentration not given with the values), hits read low | 0.3% of 360,000 active | AID 651819, 2012; in the data active means activity change below about -30%; further: on the % scale 0 is the no-effect control and ±100 the full control effect
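TRiC (40 or 20 nM final, by batch activity) in 30 mM Tris pH 7.4, 100 mM KCl, 5 mM MgCl2, 1 mM DTT was treated with compound at 76 uM single dose, then 10 uM ATP, 30 min at 37 °C. ADP was read by HTRF Transcreener.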
* hit, by the source's call; i = inactive; ? = inconclusive; / = not tested or not shown; [ ] = dose if it differs, or a comment. Unless noted, the call rests on the fitted dose curve; in most records, active means well fitted curve in the direction sought with a large enough effect; inconclusive means small, poorly fitted or top-dose-only effect, or another doubt; inactive means no such curve, though single readings can be large; an effect the other way counts as inactive or inconclusive.

SMILES	TGFb inhibitor	pAkt inh	MmCpn inh	HepG2 viability	Nrf2 block	Nrf2 activator	A549 viability	Abeta yeast res	CCT modulator
O=C(NCc1ccccn1)c1cnc2sccn2c1=O	1%	i	-4%	-17%	5%	0.2%	-6%	1%	-1.4
CCOC(=O)N1CCC(NC(=O)c2cnn(-c3ccc(F)cc3)c2-n2cccc2)CC1	-4%	/	/	-16%	15%	-0.8%	-3%	-47%[inhibitor]	/
CC(NC(=O)c1ccc(NS(C)(=O)=O)cc1)c1ccccc1 (stereo not given)	0%	i	1%	4%	?	-0.5%	-8%	-5%	2.6
COc1ccc(/C=N/NC(=O)c2ccc3c(c2)OCCO3)cc1[N+](=O)[O-]	-7%	i	3%	-23%	4%	1.7%	10%	4%	-2.1
Cc1ccc(C(C(=O)NCc2ccco2)N(C(=O)CNC(=O)c2cccs2)c2c(C)cc(C)cc2C)cc1 (stereo not given)	-1%	i	0%	1%	?	0.3%	-12%	8%	0.9
O=C(CSc1nnc(NC(=O)C2CCC2)s1)Nc1ccc(N2CCOCC2)cc1	-1%	i	-1%	-19%	-9%	-0.2%	-2%	-1%	-0.2
Cc1oc(CC(C)C)cc1C(=O)NCCCC(=O)O	-8%	i	-1%	-40%	-6%	-0.1%	2%	-17%	-5.2
Nc1nnc(SCc2cc3c(cc2Cl)OCO3)s1	15%	i	2%	7%	12%	-0.7%	5%	3%	-0.1
CN(C)CCOC(=O)Cc1ccc(Cl)cc1	?	i	-1%	15%	-13%	0.1%	-2%	-13%	0.8
CCC(C)(C)C1CCc2c(sc(NC(=O)c3ccccc3C(=O)O)c2C#N)C1 (stereo not given)	?	i	0%	-12%	?	0.3%	-4%	-6%	-0.5
O=C(NCc1ccccc1)c1ccc(-c2ccccc2C(F)(F)F)o1	-9%	i	1%	18%	29%	3.0%	1%	1%	0.5
CN(C)S(=O)(=O)Nc1ccc(-c2cn3ccsc3n2)cc1	6%	/	/	-17%	/	0.8%	-3%	-8%	/
Cc1c(NC(=O)Nc2cc(F)c(F)cc2Cl)c(=O)n(-c2ccccc2)n1C	-6%	i	/	-11%	-11%	3.4%	2%	-5%	1.3
O=C(NCCCN1CCCC1=O)c1ccc2c(c1)ncn2C1CCCCC1	2%	i	-26%	-4%	-4%	0.0%	1%	4%	0.6
Cn1cnnc1SCC(=O)NC(=O)NC1CCCC1	2%	/	0%	-5%	10%	-0.7%	?	7%	1.0
O=C(NNS(=O)(=O)c1ccc(F)c(Cl)c1)c1cccc(S(=O)(=O)N2CCOCC2)c1	-16%	i	2%	-23%	-10%	0.1%	4%	14%	-0.7
O=C1c2oc3ccccc3c(=O)c2C(c2cccc(O)c2)N1Cc1ccc(F)cc1 (stereo not given)	?	/	/	0%	-2%	5.5%	2%	-6%	/
COc1ccc(C(=O)OCC(=O)NC(=O)NC2CCCC2)c(OC)c1	-6%	i	0%	1%	7%	0.3%	-1%	4%	-2.0
Cc1cccc(N2C(N)=C(C#N)C(C#N)(C#N)C2c2ccccc2)c1 (stereo not given)	?	i	/	-2%	?	2.3%	-5%	15%	-1.5
CS(=O)(=O)N1CCn2c1nc1ccccc12	0%	i	1%	0%	15%	-0.5%	0%	-11%	2.4
Cn1cc(C=C2C(=O)OC3(CCCCC3)OC2=O)c2ccccc21	-6%	i	3%	-14%	0%	0.0%	4%	13%	-3.3
COc1ccc(N(C(=O)/C=C/c2ccc(OC)c(OC)c2)C2=CC3CCC(C2)N3C)cc1 (stereo not given)	2%	i	-4%	4%	-3%	0.6%	-3%	-2%	2.5
CCC1Oc2ccccc2N(CC(=O)NCCCN2CCCC2)C1=O (stereo not given)	10%	i	2%	9%	1%	0.2%	3%	1%	1.6
CCN(CC)c1ccc(/C=N/OC(C)C(=O)Nc2ccc(C)cc2)cc1 (stereo not given)	-2%	i	-2%	-10%	?	-0.3%	6%	-23%	1.1
Cc1cc(C(=O)CSc2nnnn2-c2ccccc2)c(C)n1-c1ccc2c(c1)OCO2	?	i	-11%	-19%	?	3.4%	-2%	-18%	-1.2
CCOc1ccc(NC(=O)CSc2nnc(NC(=O)C3CC3)s2)cc1	10%	i	3%	8%	?	-0.7%	0%	-9%	2.4
CN1CCN(NC(=O)c2cccc(S(=O)(=O)N3CCCCCC3)c2)CC1	17%	i	-5%	-2%	-59%	-0.6%	0%	1%	-0.8
CSc1ccccc1OCc1cc(C(=O)NCCC2=CCCCC2)no1	5%	i	-1%	5%	2%	-0.3%	0%	10%	-0.1
CC(C)N(C(=O)COC(=O)c1ccc(Cl)s1)c1ccccc1	4%	i	-28%	-4%	10%	0.1%	1%	6%	-2.3
c1ccc2c(NCC3CCCO3)nc(N3CCCCC3)nc2c1 (stereo not given)	1%	i	1%	-10%	?	0.7%	-25%	-3%	-0.5
Cc1cccc(N2C(=O)c3cccc4cccc(c34)C2=O)c1	-22%	i	0%	-42%	-29%	24%	-3%	0%	0.1
Cc1ncc([N+](=O)[O-])n1CCOC(=O)Nc1ccc([N+](=O)[O-])cc1	1%	i	4%	1%	-5%	0.1%	-5%	-1%	1.0
Cc1[nH]c2ccc(C(=O)N3CCN(c4ccccc4Cl)CC3)cc2c1C	?	i	0%	-20%	0%	0.0%	-1%	-24%	0.0
C=C(C)C1CC=C(C)/C(=N/NC(=O)c2cccc([N+](=O)[O-])c2)C1 (stereo not given)	-5%	i	2%	-9%	-22%	8.7%	1%	-1%	2.1
COc1cccc(NC(=O)C2C(c3ccccc3)C2(Cl)Cl)c1 (stereo not given)	?	i	2%	-24%	?	3.9%	?	-59%[inhibitor]	-1.6
Cc1ccc(C(C)(C)C)cc1S(=O)(=O)Nc1ncnc2sccc12	-3%	i	-1%	6%	?	0.0%	-7%	-26%	1.5
CCCc1ccc(OCC(=O)Nc2cc(S(=O)(=O)CC)ccc2O)cc1	-5%	i	0%	3%	-13%	2.8%	6%	5%	0.0
COc1ccc(CN(C)C(=O)CNC(=O)Cc2cccc3ccccc23)c(OC)c1OC	26%	i	0%	3%	-7%	-0.5%	-1%	3%	-1.1
COc1ccc(CN(C)CCCn2cnc3c(OC)ncnc32)cc1OC	-1%	i	/	-11%	/	-0.8%	/	9%	1.3
O=C1NC2=C(C(=O)CCC2)C(c2ccccc2Cl)N1 (stereo not given)	2%	i	-3%	-4%	3%	-0.5%	-2%	4%	0.4
N#C/C(=C(/O)COC(=O)CCCNC(=O)c1ccc(Cl)cc1)c1nc2ccccc2[nH]1	-1%	-102%*	1%	-13%	-23%	5.6%	-13%	7%	-8.0
CCc1nnc(N/N=C/c2c(C)[nH]c3ccccc23)n1N	?	i	-8%	-111%	0%	-3.0%	-1%	-16%	-1.5
COc1ccc(Cn2nnnc2CN2CCOCC2)cc1	-1%	i	2%	-10%	-1%	-0.4%	5%	-19%	-3.0
O=C(CNCC1CCCO1)Nc1ccccc1N1CCCCCC1 (stereo not given)	0%	i	0%	-17%	-6%	-0.6%	-1%	7%	0.9
Cc1ccc(-n2c(C)cc(C(=O)COC(=O)C3=NNC(=O)CC3)c2C)cc1	3%	/	0%	4%	?	-0.8%	0%	19%	-0.9

Compound profiles (already shown). Order of values: TGFb inhibitor, pAkt inh, MmCpn inh, HepG2 viability, Nrf2 block, Nrf2 activator, A549 viability, Abeta yeast res, CCT modulator
Profile of COc1ccc(Cn2nnnc2CN2CCOCC2)cc1 → -1%, i, 2%, -10%, -1%, -0.4%, 5%, -19%, -3.0
Profile of N#C/C(=C(/O)COC(=O)CCCNC(=O)c1ccc(Cl)cc1)c1nc2ccccc2[nH]1 → -1%, -102%*, 1%, -13%, -23%, 5.6%, -13%, 7%, -8.0
Profile of Cc1[nH]c2ccc(C(=O)N3CCN(c4ccccc4Cl)CC3)cc2c1C → ?, i, 0%, -20%, 0%, 0.0%, -1%, -24%, 0.0
Profile of Cc1ccc(C(C)(C)C)cc1S(=O)(=O)Nc1ncnc2sccc12 → -3%, i, -1%, 6%, ?, 0.0%, -7%, -26%, 1.5

The list goes on.
SMILES	TGFb inhibitor	pAkt inh	MmCpn inh	HepG2 viability	Nrf2 block	Nrf2 activator	A549 viability	Abeta yeast res	CCT modulator
CC12CCC(=O)N1C(C(=O)NNC(=O)COc1ccccc1F)CS2 (stereo not given)	-1%	i	0%	-1%	4%	-0.6%	1%	-4%	-2.1
N/C(=N\OC(=O)c1ccc(Br)o1)c1ccccn1	?	i	-1%	-23%	?	-0.1%	1%	-23%	-2.3
Cc1ccc(-c2csc(NC(=O)N3CCOCC3)n2)cc1	-7%	i	-2%	11%	?	3.0%	-16%	8%	-1.0
Cn1nnnc1SCC(=O)Nc1ccccc1Cc1ccccc1	-12%	i	-9%	0%	-10%	0.3%	-8%	0%	-2.2
CCOC(=O)c1c(NC(=O)C2C3C=CC(C3)C2C(=O)O)sc2c1CC(C)CC2 (stereo not given)	-8%	i	-5%	-13%	-18%	-0.1%[9.22 µM]	-7%	-31%[inhibitor]	-1.4
CCc1nnc(NC(=O)Cc2ccc(OC)c(S(=O)(=O)N3CCOCC3)c2)s1	8%	i	/	-1%	/	-0.3%	/	-1%	0.0
COc1ccc(-c2cc(-c3ccccc3)nc(SCC(=O)Nc3nccs3)c2C#N)cc1	-5%	i	-1%	-1%	10%	3.2%	-1%	-3%	-1.5
COc1ccc(NC(=O)CSc2nc(-c3ccco3)cc(C(F)(F)F)n2)cc1Cl	-10%	/	/	-18%	7.3µM*	3.8%	-10%	-28%	/
